Assay outcomes deposited in PubChem BioAssay by NMMLSC.
T cell modulator: modulators of CD8 T cell-vesicle binding, primary screen, mouse 2C CD8+ T cells, flow cytometry; 2C CD8+ T cell-vesicle binding; hits give low values; calls only at 7 µM; hit rate 0.068% among 330,000; AID 2052, 2009;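 active = response, share of CD8 T cells binding vesicles, and their 90th percentile fluorescence all below set limits, cut at about 80% in these data, passing the limit was not always enough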
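System: murine 2C transgenic CD8+ T lymphocytes; also added: QL9-loaded Drosophila micro-vesicles; times: binding 1.5 h at 37 °C; measured by: flow cytometry, PE anti-B7-1 (FL2) versus Alexa647 anti-CD8 (FL8), PFA-fixed; control set: Peptide-free naked vesicles (low) and QL9 vesicles with 0.7% DMSO vehicle (high)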
T cell modulator vesicle-bound %: also measured in T cell modulator; calls as there; double positive events, %; measured here: CD8+ vesicle-bound cell fraction;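 binding gate set so that unloaded-vesicle control wells show 10% double positive cells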
* hit, by the source's call; i = inactive.

#	compound	T cell modulator	T cell modulator vesicle-bound %
1	CN(c1ccc(C(=O)NC2CCCCC2)cc1)S(=O)(=O)c1ccccc1	i	14.5
2	COc1ccc(NC(=O)CN(C)S(=O)(=O)c2ccc3c(c2)CCCN3C(C)=O)cc1	i	20.4
3	Clc1cccc(-c2ccc(-c3nc4ccccn4c3NCc3ccccc3)cc2)c1	i	4.8
4	COc1ccc(OCc2nnc(SCC(=O)N3CCCC3)o2)cc1	i	41.0
5	CC(C)c1ccc(NC2CCCN(C(=O)c3ccnc(Cl)c3)C2)cc1 (stereo unspecified)	i	45.1
6	CCCSc1ccc([C@H]2N[C@@](Cc3ccccc3)(C(=O)OC)[C@H]3C(=O)N(CC)C(=O)[C@@H]23)cc1	i	30.7
7	CCN(Cc1ccncc1)C(=O)c1cc(COc2ccc(F)cc2F)on1	i	16.7
8	COc1cc(C)ccc1OCC(=O)OCC(=O)c1[nH]c(C)c(C(C)=O)c1C	i	38.5
9	COc1ccc(N=Nc2c(C)[nH]c3ccccc23)cc1	i	41.9
10	CCOc1ccccc1N1CC(C(=O)NNC(=O)c2cc(OC)c(OC)c(OC)c2)CC1=O (stereo unspecified)	i	21.4
11	CCCC(=O)Oc1cccc(C2NC(=O)c3ccccc3O2)c1 (stereo unspecified)	i	43.3
12	O=C(Nc1ccc(Cl)cc1N1CCOCC1)C1CCCO1 (stereo unspecified)	i	9.6
13	COc1ccc(-c2csc3ncnc(NCCO)c23)cc1	i	59.3
14	CCN1C(=O)[C@H]2[C@@H](c3ccc(-c4ccc(OC)cc4)c(OC)c3)N[C@@](CC(C)C)(C(=O)OC)[C@H]2C1=O	i	10.3
15	C[C@H](CO)N1C[C@H](C)[C@@H](CN(C)Cc2ccc(Cl)c(Cl)c2)Oc2c(NS(=O)(=O)c3ccc(F)cc3)cccc2C1=O	i	2.5
16	Cc1ccc(CNC(=O)CCS(=O)(=O)c2ccc3nc(C)sc3c2)cc1	i	26.8
17	O=C(Nc1cccc(F)c1)Nc1cnccn1	i	69.2
18	CCS(=O)(=O)c1ccc(-c2cccc(NC(=O)c3ccc(Br)o3)c2)nn1	i	30.2
19	Cc1nnc(CN(C)C(=O)c2cc(COc3ccc(F)cc3Cl)on2)o1	i	10.3
20	CC1Sc2ccc(S(=O)(=O)N3CCC(C(=O)N4CCN(C)CC4)CC3)cc2NC1=O (stereo unspecified)	i	31.7
21	CN(C(=O)c1ccc2c(c1)OCO2)C1(C)CCS(=O)(=O)C1 (stereo unspecified)	i	16.3
22	O=C(N/N=C/c1cccc(Br)c1)c1ccc(N2CCCC2=O)cc1	i	25.9
23	O=C(COC(=O)C1CC1)Nc1ccc(Cl)cc1Cl	i	27.4
24	COc1cccc([C@@H]2CC=C(C(=O)O)[C@H](c3ccccc3F)N2S(=O)(=O)c2ccc(C)cc2)c1	i	39.7

In a second layout: results already given
Each structure is followed by: T cell modulator	T cell modulator vesicle-bound %
[17] O=C(Nc1cccc(F)c1)Nc1cnccn1
→ i	69.2
[18] CCS(=O)(=O)c1ccc(-c2cccc(NC(=O)c3ccc(Br)o3)c2)nn1
→ i	30.2

Whole records, quoted from the list. Order of screens: T cell modulator | T cell modulator vesicle-bound %
Clc1cccc(-c2ccc(-c3nc4ccccn4c3NCc3ccccc3)cc2)c1 is entered as i | 4.8
CC1Sc2ccc(S(=O)(=O)N3CCC(C(=O)N4CCN(C)CC4)CC3)cc2NC1=O (stereo unspecified) is entered as i | 31.7
CC(C)c1ccc(NC2CCCN(C(=O)c3ccnc(Cl)c3)C2)cc1 (stereo unspecified) is entered as i | 45.1

(further entries)
#	compound	T cell modulator	T cell modulator vesicle-bound %
25	Cc1ccc(COc2ccc3c(c2)OCO3)cc1	i	8.1
26	CSc1ccccc1NC(=O)CN(C)C(=O)c1ccc2c(c1)OCCO2	i	4.1
27	CCOc1ccc(S(=O)(=O)N2CCC(C(=O)N3CCOCC3)CC2)cc1C	i	8.6
28	Cc1ccc(C2=NS(=O)(=O)N(C)C(C(=O)N(C)C3CCCCC3)=C2)cc1	i	28.7
29	O=C(CN1C(=O)NC2(CCCCCC2)C1=O)Nc1ccc(Br)cc1Br	i	28.9
30	CN(C)N=Nc1ccc(-c2cn(Cc3ccccc3)cn2)cc1	i	54.3
31	CC(=O)C1=C(C)Nc2ncnn2C1c1cccc(O)c1 (stereo unspecified)	i	36.9
32	Cc1cc(C)c(S(=O)(=O)Nc2c(C)n(C)n(-c3ccccc3)c2=O)cc1[N+](=O)[O-]	i	34.9
33	CC(C)(C)OC(=O)C[C@@H]1C/C=C\C[C@H](CC(=O)NCCO)C(=O)N[C@@H](Cc2ccccc2)COC1=O	i	21.2
34	Cc1ccccc1OCC(=O)Nc1c2c(nn1C(C)(C)C)CS(=O)(=O)C2	i	16.7
35	COc1cc2c(cc1OC)CN(C(=O)CN(C)S(=O)(=O)c1ccc(NC(C)=O)cc1)CC2	i	31.8
36	CCN(CC(=O)NC(=O)NCc1ccccc1)CC(=O)Nc1cc(Cl)ccc1C	i	10.8
37	Cc1cccn2c(=O)nc(SCC(=O)NCc3ccco3)nc12	i	40.2
38	Cc1ccc(NC(=O)CN(C)S(=O)(=O)c2cccc3cccnc23)cc1F	i	34.5
39	COCCN(C(=O)c1snc(C(N)=O)c1N)C(C(=O)NC1CCCCC1)c1ccc(N(C)C)cc1 (stereo unspecified)	i	51.1
40	COc1ccc(-n2nc(C(=O)NCC3CCCO3)c3ccccc3c2=O)cc1 (stereo unspecified)	i	32.0
41	Cc1ccc(N(C(=O)CNC(=O)c2ccco2)C(C(=O)NC2CCCCC2)c2cccnc2)cc1 (stereo unspecified)	i	29.1
42	Cc1ccc(-n2nc3c(=O)n(CCCC(=O)NCc4cccc(Cl)c4)nc(C)c3c2C)cc1	i	17.5
43	CC(=O)Nc1ccc(NS(=O)(=O)c2ccc3c(c2)NC(=O)CC(=O)N3)cc1	i	26.7
44	CCN(CC(=O)NCc1cccs1)S(=O)(=O)c1cccc(Br)c1	i	19.6
45	Cc1cc(C)c(S(=O)(=O)c2cc(F)ccc2C)c(Cl)n1	i	51.9
46	CCCCN(C(=O)CN1C(=O)C2CCCCC2C1=O)c1c(N)n(CCC)c(=O)[nH]c1=O (stereo unspecified)	i	19.4
47	C=CCN(C(=O)COC(=O)c1cc[n+]([O-])cc1)c1nc(-c2ccccc2)cs1	i	2.8
48	CCC1(c2ccc(F)cc2)NC(=O)N(CC(=O)Nc2ccc(C(N)=O)cc2)C1=O (stereo unspecified)	i	28.3
49	COc1cc(OC)cc(-c2c(C#Cc3ccsc3)c3cc(-c4ccc(OC)cc4F)ccc3n2C)c1	i	26.9
50	O=[N+]([O-])c1ccc(N/N=C/c2cccs2)nc1	i	57.2
51	O=C(NCCOc1ccccc1)c1ccc2c(c1)S(=O)(=O)c1cc(Cl)ccc1C2=O	i	26.6
52	Cc1nc(C)c(C(=O)OC(C)C(=O)Nc2ccc(F)cc2)s1 (stereo unspecified)	i	31.0
53	Cc1ccc(NC(=O)c2oc3ccccc3c2COC(C)C)cc1S(=O)(=O)N1CCOCC1	i	49.8
54	Cc1cc(Cl)ccc1OCC(=O)Nc1ccc2oc(=O)ccc2c1	i	21.1
55	COc1ccc(CCNC(=O)c2cccc(S(=O)(=O)N3CCCC3)c2)cc1OC	i	52.9
56	CCOc1ccc(CCNC(=O)C(C)N2C(=O)CC(C)(C)Sc3ccccc32)cc1 (stereo unspecified)	i	39.8
57	CCOc1cc(C(=O)N(CC)CC(=O)Nc2ccc3c(c2)OCCO3)ccc1OC	i	50.5
58	CCCCN(CC)C(=O)Cn1cnc2sc(C)c(S(=O)(=O)N3CCC(C)CC3)c2c1=O	i	48.4
59	CCOC(=O)C1=C(COC(=O)/C=C/c2cccc(F)c2)NC(=O)NC1C (stereo unspecified)	i	23.5
60	Cc1ccc(CONC(=O)c2cccc(C)c2)cc1	i	51.2
61	COc1cccc(C(O)c2nc3ccccc3n2C(C)C)c1OC (stereo unspecified)	i	8.8
62	CC(C)CCNC(=O)C(=O)NCC1OCCCN1S(=O)(=O)c1cccs1 (stereo unspecified)	i	13.8
63	CC(CCc1ccccc1)N1CCN(C)CC1 (stereo unspecified)	i	55.9
64	COc1ccc(CNC(=O)C(C)OC(=O)CN2C(=O)COc3ccccc32)cc1 (stereo unspecified)	i	22.6
65	Cc1ccc(SCCC(=O)OCC(=O)Nc2ccc(C(N)=O)cc2)cc1	i	47.7
66	O=C1c2ccsc2SCCN1Cc1cccc(F)c1	i	53.4
67	CCOC(=O)C1=C(COC(=O)CCOc2cccc(C)c2)NC(=O)NC1C (stereo unspecified)	i	29.7
68	COc1cc(NC(=O)c2onc(C)c2Cl)cc(OC)c1OC	i	16.8
69	CC(=O)Nc1ccc(S(=O)(=O)NCCC(=O)NCC2COc3ccccc3O2)cc1 (stereo unspecified)	i	54.2
70	Cc1ccc(C(=O)NC2CCN(CCCC(=O)c3ccc(F)cc3)CC2)cc1	i	59.2
71	CCc1cc(=O)oc2cc(OCC(=O)N3CC[C@@]4(O)CCCC[C@H]4C3)ccc12	i	24.7
72	O=C1CCC(C(=O)N2CCCCO2)CN1Cc1ccc(Cl)cc1 (stereo unspecified)	i	9.5
73	O=C(NCCN1CCCc2ccccc21)C1CCC(=O)N(CCc2ccccc2)C1 (stereo unspecified)	i	20.8
74	O=c1c2cc(F)ccc2sn1-c1ccccc1	i	12.6
75	C=CCN(CC=C)CC(=O)Nc1cccc(Oc2cnccn2)c1	i	56.6
76	OC(CC#CCN1CCOCC1)(c1ccccc1)c1ccccc1	i	58.2
77	COc1ccc(CN(C)S(=O)(=O)c2nnc(NC(=O)c3ccccc3)s2)cc1OC	i	3.8
78	Cc1nn(-c2ccccc2)c2nc(N)c(C(N)=O)cc12	i	56.5
79	C[C@H]1COC(=O)[C@H](Cc2ccc(F)cc2)C/C=C\C[C@@H](CC(=O)N(CCO)Cc2ccccc2)C(=O)N1	i	26.7
80	O=C(NNC(=S)NC(=O)c1ccc(Br)cc1)c1ccc([N+](=O)[O-])cc1	i	53.9
81	O=C(OCC(=O)N1CCCC1=O)c1ncc(Cl)c(Cl)c1Cl	i	22.1
82	Cc1ccc(CNC(=O)c2cn(C)c3ccc(S(=O)(=O)N4CCOCC4)cc3c2=O)cc1	i	12.3
83	CCOc1ccc(S(=O)(=O)Nc2ccc(C(=O)N3CCCC3)cc2)cc1	i	54.2
84	CC(C)C(=O)Nc1c(-c2ccccc2F)c(=O)c2ccccc2n1C	i	20.8

Continued.
#	compound	T cell modulator	T cell modulator vesicle-bound %
85	CCCOc1ccc(Cl)cc1/C=C1/C(=O)ON=C1C	i	29.0
86	CC(C)c1nnc(NC(=O)CC(C)c2ccccc2)s1 (stereo unspecified)	i	50.4
87	Cc1ccc(C(=O)NCC(=O)NC2CCC(C)CC2)s1 (stereo unspecified)	i	51.2
88	Cc1nnc(NC(=O)c2ccc(-c3ccc([N+](=O)[O-])cc3)o2)s1	i	14.8
89	COCCNC(=O)/C(C#N)=C/c1c(N2CCN(c3cccc(Cl)c3)CC2)nc2c(C)cccn2c1=O	i	48.3
90	CC[C@@]1(C(=O)OC)N[C@H](CN(C)C(=O)COc2ccccc2)[C@@H]2C(=O)N(C)C(=O)[C@@H]21	i	15.9
91	COC(=O)c1c(Sc2ccccc2)c2ccccc2n1C	i	55.9
92	Cc1c(NC(=O)Nc2ccc(C(C)C)cc2)c(=O)n(-c2ccccc2)n1C	i	54.7
93	O=C(N1CCCC1)C12CC3CC(CC(Cl)(C3)C1)C2	i	48.8
94	CC(C)CC1NC(=O)c2ccccc2-n2c1nc1ccc(F)cc1c2=O (stereo unspecified)	i	61.5
95	N#Cc1ccc(CN2CCN(c3ccc(S(=O)(=O)N4CCCC4)cn3)CC2)cc1	i	29.8
96	CNc1c(NS(=O)(=O)c2ccc(F)c(Cl)c2)c(=O)oc2ccccc12	i	42.1
97	CCOCCCNC(=O)C1CCCN(S(=O)(=O)c2ccc(-n3cnnn3)cc2)C1 (stereo unspecified)	i	38.0
98	Cc1ccccc1NC(=O)COC(=O)C1=COCCO1	i	18.7
99	Cc1ccc(-c2nnc(SCC(=O)N(C)C)nc2-c2ccc(C)cc2)cc1	i	22.3
100	O/N=C(/c1ccc(Cl)cc1)C1CC1c1ccccc1 (stereo unspecified)	i	18.7
101	COc1ccc2oc(=O)c(C(=O)Nc3ccccc3C)cc2c1	i	9.7
102	Cc1ccc(OCC(O)CNC(C)c2ccccc2)cc1C (stereo unspecified)	i	20.2
103	CCN(CC)S(=O)(=O)c1ccc2c(c1)N(CC(=O)NCCCN1CC(C)CC(C)C1)C(=O)CO2 (stereo unspecified)	i	4.6
104	CCOC(=O)N1CCN(C(=O)CS(=O)(=O)Cc2nc(-c3cccc(OC)c3)oc2C)CC1	i	8.5
105	Cc1ccc(C)c(Nc2nc(-c3ccncc3)nc3ccccc23)c1	i	30.5
106	O=C1CCN(CCc2ccccc2)CCN1[C@H](CSc1ccccc1)Cc1ccccc1	i	12.8
107	CC(=O)Nc1ccc(NC(=O)C2CCCN(S(=O)(=O)c3ccc(Cl)cc3)C2)cc1 (stereo unspecified)	i	42.6
108	CCOC(=O)c1ccc(N2C(=O)C(CC(N)=O)N(NC(=O)c3cccc(F)c3)C2=S)cc1 (stereo unspecified)	i	29.3
109	CC1CN(C(=O)c2cc(S(=O)(=O)N3CCCCC3)ccc2Cl)CC(C)O1 (stereo unspecified)	i	40.0
110	Cc1ccc(OCCC(=O)OCC(=O)N2c3ccccc3NC(=O)C2(C)C)cc1	i	39.9

An excerpt (hit frequency here may not be typical).
